# Bioassay records: PubChem BioAssay, National Center for Advancing Translational Sciences (NCATS)
# Vif-APOBEC3G blk – Vif-A3G binding inhibition; Q9HC16; HeLa A3G-eYFP + Vif (tagged APOBEC3G with the HIV-1 protein that degrades it), YFP fluorescence, overnight; Potency, µM (highest dose often 46.1 µM), without a hit: top-dose activity, negative = active, hits mostly inhibitors; 410,000 tested, 0.076% active; AID 602310;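 also: potency is read from the fitted curve at half-maximal effect; % is scaled to controls: 0 for no effect and ±100 for the full control effect; nearly all actives have a fitted effect of over 60% in size; hits raise eYFP signal because A3G escapes Vif-driven loss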
#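 Read-out is eYFP fluorescence (Ex 488/Em 500-530) from Vif-expressing HeLa A3G-eYFP cells; more signal means A3G escaped Vif-mediated degradation. Cells plated overnight, compound pinned in, incubated overnight at 37 deg C.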
# PI4K2A block – blocks human PI4K2A kinase activity; purified PI4K2A, ADP-Glo luminescence, 1 h; hits give low values; activity change, negative = inhibition, % at 76.9 µM; 420,000 tested, 0.13% active; AID 1346378; in the data active = activity change below about -50%; inconclusive = mostly about -30% to -49%;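 also: -100% = wells without enzyme as full effect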
#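 ADP-Glo luminescence measured ADP generated by PI4K2A enzyme (4 ug/mL before mixing) with 1.2 mM PI substrate (pre-mix) and 300 microM ATP (pre-mix). Tris pH7.5 buffer with MgCl2, Triton X-100; 1 h reaction at ambient temperature.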
# TrxR1 substrate – substrates of rat thioredoxin reductase 1; O89049; purified TrxR1 substrate turnover, NADPH consumption readout; Potency, µM (series often up to 114 µM), for inactives: top-dose activity change, negative = substrate turnover; 390,000 tested, 0.01% active; also: potency is read from the fitted curve at half-maximal effect; % is scaled to controls: 0 for no effect and ±100 for the full control effect; nearly all actives have a fitted effect of over 50% in size
# Target sequence (O89049 whole entry, looked up): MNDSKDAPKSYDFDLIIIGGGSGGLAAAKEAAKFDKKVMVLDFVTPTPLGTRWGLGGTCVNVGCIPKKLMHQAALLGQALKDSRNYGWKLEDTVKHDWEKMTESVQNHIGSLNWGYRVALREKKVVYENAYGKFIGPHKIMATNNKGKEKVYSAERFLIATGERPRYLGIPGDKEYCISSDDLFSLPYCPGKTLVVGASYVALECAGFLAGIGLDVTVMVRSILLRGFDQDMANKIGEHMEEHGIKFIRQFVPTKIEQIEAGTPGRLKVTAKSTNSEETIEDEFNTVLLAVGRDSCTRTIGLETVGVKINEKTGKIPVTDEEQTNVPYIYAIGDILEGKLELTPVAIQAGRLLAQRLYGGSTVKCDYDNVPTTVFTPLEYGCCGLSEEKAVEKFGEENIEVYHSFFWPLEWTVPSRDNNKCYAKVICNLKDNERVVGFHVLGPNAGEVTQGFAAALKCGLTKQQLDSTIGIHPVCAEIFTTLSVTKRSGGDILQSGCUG
#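 Rat TrxR1, dispensed at 90 nM, was prereduced with 400 uM NADPH (final) for 5 min at ~22 deg C, then incubated with compound 15 min before 400 uM selenite. A first-read NADPH fluorescence drop versus no-compound background flagged substrates.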
# IDH1 R132H inh – human IDH1 R132H inhibition; AID 602179; O75874; IDH1-R132H enzyme, NADPH consumption, diaphorase/resazurin fluorescence; 390,000 tested, 0.093% active; Potency, µM (doses to about 76.6 µM), for the others: top-dose activity change, negative = inhibition, hits mostly inhibitors; also: potency is read from the fitted curve at half-maximal effect; % is scaled to controls: 0 for no effect and ±100 for the full control effect; nearly all actives have a fitted effect of over 65% in size
# Target sequence (O75874 whole entry R132H, stated change not applied): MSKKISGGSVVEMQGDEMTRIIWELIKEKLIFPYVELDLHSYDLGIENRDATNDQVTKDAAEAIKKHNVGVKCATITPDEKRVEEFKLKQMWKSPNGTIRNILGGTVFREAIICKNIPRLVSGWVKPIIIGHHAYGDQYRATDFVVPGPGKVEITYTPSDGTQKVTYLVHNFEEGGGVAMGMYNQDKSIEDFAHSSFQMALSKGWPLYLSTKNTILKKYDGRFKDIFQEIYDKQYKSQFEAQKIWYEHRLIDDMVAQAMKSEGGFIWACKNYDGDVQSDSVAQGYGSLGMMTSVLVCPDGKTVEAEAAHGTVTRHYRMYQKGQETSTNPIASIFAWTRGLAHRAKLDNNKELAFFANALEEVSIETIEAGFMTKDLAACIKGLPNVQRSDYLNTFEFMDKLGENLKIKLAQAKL
#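 IDH1-R132H (0.5 ug/mL) preincubated 30 min with compound, then NADPH (0.016 mM) and alpha-KG (2 mM) added; 80 min at RT, pH 7.5. Remaining NADPH coupled via diaphorase/resazurin to fluorescence (540/590 nm); concentration-response curves normalized to no-enzyme control.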
# Vif-A3F inh – blocks the Vif interaction with APOBEC3F. Potency, µM (top dose mostly 46.1 µM), without a hit: at the top dose activity, negative = active. HeLa A3F-eYFP + Vif (tagged APOBEC3F with the HIV-1 protein that degrades it), YFP fluorescence increase. 390,000 tested, 0.2% active; also: potency is read from the fitted curve at half-maximal effect; % of control where 0% means no effect; nearly all actives have a fitted effect of over 65% in size
#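 HeLa cells stably expressing Vif plus C-terminally eYFP-tagged A3F were seeded, incubated overnight at 37 deg C, dosed with compound, incubated overnight again at 37 deg C. Yellow fluorescence (Ex 488/Em 500-530) reported blocked Vif-mediated A3F-eYFP degradation.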
# RXFP1 agonist – RXFP1 (human) receptor agonism; Q9HBX9; HEK293T-RXFP1 cAMP TR-FRET, 30 min; response scale: percent of porcine relaxin response, buffer zero; Potency, µM (highest dose often 57.5 µM), for the others: top-dose activation, hits mostly activators; 370,000 tested, 0.3% active; AID 2676; also: potency is read from the fitted curve at half-maximal effect; % is scaled to controls: 0 for no effect and ±100 for the full control effect; nearly all actives have a fitted effect of over 60% in size; many of its hits are not listed in these tables
#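 HEK293 cells stably expressing RXFP1, treated 30 min at 37C with compounds plus PDE4 inhibitor Ro 20174; cAMP measured by HTRF TR-FRET. Normalized to buffer and 29 nM porcine relaxin; EC50 by Hill fit.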
# LDHA inh – LDHA (human) enzyme inhibition; P00338; purified LDHA, NADH/diaphorase-resazurin fluorescence; hits give low values; activity change, % (values are at about 110 or 230 µM); 480,000 tested, 0.15% active; AID 1347041; in the data active = activity change below about -30%; inconclusive = mostly about -25% to -30%;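 also: plate controls were DMSO wells for no effect and wells without enzyme for full effect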
#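 Human LDH5 (2 nM) was incubated with 0.06 mM NADH and 0.2 mM pyruvate for 5 min at room temperature in Tris pH 7.4. Remaining NADH was coupled through diaphorase/resazurin, and resorufin fluorescence was read at 0 and 20 min.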
# USP1 inh – blocks the human USP1/UAF1 deubiquitinase complex; 390,000 tested, 0.23% active; Potency, µM (highest dose often 57.1 µM), for the others: at the top dose activity change, negative = inhibition, most hits filed as inhibitors; recombinant USP1/UAF1, Ub-Rhodamine cleavage fluorescence; O94782; also: potency is read from the fitted curve at half-maximal effect; % is scaled to controls: 0 for no effect and ±100 for the full control effect; nearly all actives have a fitted effect of over 60% in size; inactives centre near -12
#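 USP1/UAF1 complex (1 nM) preincubated 15 min at room temperature with compound, then Ub-Rho substrate (150 nM final) added. Kinetic fluorescence at 480/540 nm over 6 reads at 60 s intervals; 50 mM HEPES pH 7.8, 0.5 mM EDTA, 0.1 mg/ml BSA, 1 mM TCEP, 0.01% Tween-20.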
# GRP78 ERSR act – induces the endoplasmic reticulum stress response in human glioma cells; U87-MG GRP78 promoter luciferase reporter, 16 h; Potency, µM, without a hit: at the highest dose activation, most hits filed as activators; 420,000 tested, 0.02% active; also: potency is read from the fitted curve at half-maximal effect; series mostly up to about 76 µM; % of control where 0% means no effect; nearly all actives have a fitted effect of over 35% in size
#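 Stably transfected U87-MG glioma cells carrying a GRP78-based luciferase sensor; 16 h compound incubation. Luminescence end-point read 10 min after Bright-Glo addition at room temperature.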
# Active calls of the source: *; u = inconclusive; x = not tested or not shown; & = joins results of further samples; [ ] = dose if it differs, or a comment. Unless noted, calls follow the shape of the dose curve; as a rule, active = well fitted curve in the direction sought with a large enough effect; inconclusive = small, poorly fitted or top-dose-only effect, or another doubt; inactive = no such curve, though single readings can be large; an effect the other way counts as inactive or inconclusive.
SMILES,Vif-APOBEC3G blk,PI4K2A block,TrxR1 substrate,IDH1 R132H inh,Vif-A3F inh,RXFP1 agonist,LDHA inh,USP1 inh,GRP78 ERSR act
COc1ccc(CN2C(=NC(=O)C3CC3)SC3CS(=O)(=O)CC32)cc1 (stereo not drawn),-1%,5,1%,-10%,-1%,0.0%,-5,-11%,0%
Cc1cccnc1NC(=O)c1ccc(Cl)c(S(=O)(=O)N2CCCCCC2)c1,-1%,-4,5%,9%,-24%,0.4%,6,-19%,-3%
O=[N+]([O-])c1ccc(COn2nnc3ccccc32)cc1,-12%,-1,-1%,0%,3%,0.3%,-5,-21%,2%
Cc1cccc(NC(=O)c2nc[nH]c2C(=O)N[C@H](C)CO)c1,-6%,-2,x,-1%,2%,x,-7,-25%,-1%
CC12CCC(=O)N1C(C(=O)Nc1nccs1)CS2 (stereo not drawn),1%,-1,-2%[57.1 µM],-2%,0%,-1.0%,-8,-11%,-1%
Cc1ccc(OCC(=O)Nc2ccc3nc(SCC(N)=O)sc3c2)cc1,-3%,-2,7%,-1%,-2%,6.2%,-12,u,-1%
O=C(NC1CC1)c1ccc2c(c1)N(Cc1ccc(Cl)cc1)CCS2,-1%,-2,74%[activator],-3%,2%,27%,1,-19%,-4%
COC1=C(Nc2ccc(O)cc2)C(=O)c2ccccc2C1=O,-22%,u,-3%[57.1 µM],4%,13%,-0.4%,23,u,1%
Cc1ccc(C(O)(COC(=O)C(C)C)COC(=O)C(C)C)c(O)c1,2%,5,7%[57.1 µM],5%,-17%,-0.8%,-1,-17%,-2%
Cn1c(=O)cc(SCC(=O)Nc2cccc(C#N)c2)c2ccc(Cl)cc21,3%,0,11%,-15%,1%,0.7%,-7,-14%,-1%
COc1cccc2ccc(/C=C/c3ccc4c(c3)OCO4)nc12,-1%,x,7%,x,x,x,-2,x,-2%
Cc1cc(Br)c(NC(=O)c2c(-c3c(Cl)cccc3Cl)noc2C)c(Br)c1,-1%,-2,2%,5%,-4%,4.5%,-5,-25%,-2%
CN(C)S(=O)(=O)c1ccc(N2CCCC2)c(C(=O)NCCc2ccc(F)cc2)c1,1%,3,-5%,-2%,-9%,4.1%,-5,-7%,-2%
COc1ccccc1Cn1c(C)nc2ccccc21,1%,4,5%,-1%,-12%,4.9%,-4,-5%,1%
CCc1ccc2c(CN(CC)Cc3nc4ccccc4c(=O)[nH]3)cc(=O)oc2c1,1%,14,-11%,-2%,5%,2.6%,0&2,-20%,-1%
O=C(Nc1nccs1)c1ccc[nH]c1=O,-3%,1,0%,-3%,10%,1.1%,-5,-8%,3%
O=S(=O)(NCCCNS(=O)(=O)c1c(F)cccc1F)c1ccc2c(c1)OCCO2,1%,-1,6%,x,-4%,2.0%,-4&1,x,-2%
CN1C(=O)OC2(C)CCc3ccccc3C12C (stereo not drawn),1%,3,11%[57.1 µM],8%,-15%,3.5%,-6,-13%,-2%
NS(=O)(=O)c1ccc(CCNC(=O)c2ccc(Cl)cc2[N+](=O)[O-])cc1,0%,-5,0%,0%,7%,-5.0%,-3,-14%,0%
COc1ccccc1NC(=O)/C=C/c1cc([N+](=O)[O-])ccc1OC(F)F,0%,-21,-1%,-5%,-2%,0.0%,-3,-29%,-3%
CCOC(=O)c1cnc2c(ccc3ccccc32)c1Nc1ccccc1OC,-2%,4,5%,-8%,3%,-1.0%,-2,-21%,-2%
COC(=O)c1ccccc1S(=O)(=O)NCc1nc2nc(C)cc(C)n2n1,1%,3,2%[57.1 µM],15%,-6%,5.7%,1,-24%,-3%
CS(=O)(=O)N(CC(=O)Nc1ccccc1-c1ccccc1)c1ccccc1,0%,-3,-6%[57.1 µM],-4%,11%,4.5%,-2,-17%,-4%
COc1cccc(CN2CCN(C(=O)c3cc(-c4ccncc4)nc4ccc(C)cc34)CC2)c1,-5%,1,-10%,2%,0%,x,0,-7%,-5%
CCCCCCn1c(=O)n2n(c1=O)C[C@]1(OC(=O)NCC3CCCCC3)CN(S(=O)(=O)c3ccc(C)cc3)C[C@]1(O)C2,-8%,-2,x,9%,u,x,-8,u,4%
CCCCNS(=O)(=O)c1ccc(NC(=O)C2CCCO2)cc1 (stereo not drawn),1%,-1,-12%,6%,-17%,6.1%,-11,-8%,-1%
CC(=O)NCCc1ccc(C(=O)COC(=O)c2cccn2C)cc1,2%,-10,-10%,4%,-1%,x,0,-12%,0%
COc1ccccc1NC1SC(=O)N(c2ccccc2)C1=O (stereo not drawn),-7%,6,12%[57.1 µM],7%,-1%,1.2%,0,-9%,-7%
CCOc1ccccc1NS(=O)(=O)c1csc(C(N)=O)c1,5%,4,11%[57.1 µM],5%,13%,-1.6%,-6,-5%,-4%
O=C1C2CCC(C2)C1CN1CCOCC1 (stereo not drawn),0%,1,-4%[2.29 µM],-3%,-5%,x,-10,-18%,-6%
CC(=O)c1cc(CN2CCC(C(=O)Nc3cccc(-c4cscn4)c3)CC2)cs1,-4%,11,-1%,4%,1%,-0.7%,-1,-14%,-5%
CSc1nc(C)c(CCOCc2ccccc2)c(=O)[nH]1,0%,-8,0%,6%,-3%,-1.0%,5,-15%,-9%
Cc1nnc(Cc2ccco2)c2n[nH]c(C)c12,2%,-8,x,7%,-3%,x,1,-19%,-4%
Clc1ccc(Oc2nc3ccccc3n3cccc23)cc1,-3%,5,23%,2%,-9%,10%,-4,-11%,-2%
O=C(c1cc(-c2ccccc2)nc2ccccc12)N1N=C(C(F)F)CC1(O)C(F)F (stereo not drawn),1%,3,6%[57.1 µM],0%,-18%,-0.1%,1,-21%,7%
CCOC(=O)c1ccccc1NC(=O)c1cccs1,-7%,0,-6%,-3%,-7%,0.9%,-3,-8%,-2%
Fc1ccc2nc(N3CCCC3)sc2c1,-2%,0,7%[57.1 µM],1%,3%,1.8%,3,-11%,-8%
COc1cc(NC(=O)C2=C(N3CCOCC3)/C(=C/c3ccc(Cl)cc3)CC2)cc(OC)c1OC,-7%,3,-13%,12%,11%,-2.0%,3,-8%,-4%
CC(=O)N(c1c(C)n(C)n(-c2ccccc2)c1=O)C1(C(=O)NC2CCCC2)CCCCC1,-1%,0,3%,3%,-3%,-0.1%,-6,-19%,-2%
NC(=S)NN=C1CCCCCCCCC1,-3%,0,-1%[11.4 µM],4%,4%,x,-2,-19%,-4%
Cc1ccc(NC(=O)CC2C(=O)NCCN2C(=O)c2ccc(F)cc2)cc1 (stereo not drawn),0%,5,-7%,7%,11%,0.9%,0,-2%,-4%
CNc1c(-n2cc(C(=O)OC)c(C(=O)OC)c2C(=O)OC)c(=O)n(C)c(=O)n1C,0%,-3,5%[57.1 µM],11%,1%,-1.1%,-8,4%,-2%
O=C(c1nc(-c2ccccc2)n(-c2ccccc2)n1)N1CCCCCC1,0%,0,-2%,11%,1%,-0.2%,-6,-20%,1%
CN(C)c1cc[nH]c(=O)c1C#N,1%,4,-5%,4%,-9%,0.4%,-8,3%,-6%
Cn1cnnc1SCC(=O)NC1CCCCCC1,4%,-1,1%,-12%,1%,0.5%,-5,-10%,1%

# Three structures out of the list, ordered by SMILES length, rising:
SMILES,Vif-APOBEC3G blk,PI4K2A block,TrxR1 substrate,IDH1 R132H inh,Vif-A3F inh,RXFP1 agonist,LDHA inh,USP1 inh,GRP78 ERSR act
CN(C)c1cc[nH]c(=O)c1C#N,1%,4,-5%,4%,-9%,0.4%,-8,3%,-6%
CN1C(=O)OC2(C)CCc3ccccc3C12C (stereo not drawn),1%,3,11%[57.1 µM],8%,-15%,3.5%,-6,-13%,-2%
O=S(=O)(NCCCNS(=O)(=O)c1c(F)cccc1F)c1ccc2c(c1)OCCO2,1%,-1,6%,x,-4%,2.0%,-4&1,x,-2%

# The listing continues.
SMILES,Vif-APOBEC3G blk,PI4K2A block,TrxR1 substrate,IDH1 R132H inh,Vif-A3F inh,RXFP1 agonist,LDHA inh,USP1 inh,GRP78 ERSR act
COc1cccc(-c2ocnc2C(=O)Nc2ccc(N3CCOCC3)cc2N2CCOCC2)c1,0%,3,-4%,0%,1%,1.2%,7,u,-2%
COc1ccccc1S(=O)(=O)Cc1ccc(C(=O)NCCN(C)C)o1,0%,-2,8%[57.1 µM],-6%,0%,x,-6,-9%,-3%
COc1ccc(OC)c(CCNC(=O)c2csc3c2CCCCC3)c1,-12%,-3,-5%,0%,6%,1.3%,-3,-11%,0%
CC(C)CC(NC(=O)C1CCCCC1)C(=O)NC(C)c1ccccc1 (stereo not drawn),0%,6,-10%,1%,-6%,-4.2%,-17,-4%,-1%
COc1ccc(CC2CCOC2=O)cc1 (stereo not drawn),-2%,-3,4%,-3%,3%,0.0%,-11,-15%,-2%
CCN(CC)S(=O)(=O)c1cccc(C(=O)N[C@H](C(=O)NCc2ccccc2F)C(C)C)c1,4%,2,0%,3%,-2%,0.7%,-4,-11%,-3%
O=C(CCc1ccccc1)NC1CCSC1=O (stereo not drawn),-4%,3,10%,1%,0%,-0.3%,-13,-10%,-4%
N=c1c[n+](N2CCOCC2)[n-]o1,2%,4&4,10%[57.1 µM],18%,7%,4.1%,-3,-1%,0%&4%

# Only part of the results is shown. The share of hits here may be higher or lower than overall.
